TRPC4 agonist: activators of mouse TRPC4 channel; Q9QUQ5; HEK293 TRPC4beta/mu-opioid, Fluo4 calcium fluorescence; stronger effect = higher value; 310,000 compounds, 0.49% hits; B-score at 10 µM; AID 2237;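 active = B-score above 5 SD of library B-scores, and initial fluorescence ratio not above library mean plus 5 SD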;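 note: positive B-score marks a calcium rise read as TRPC4 activation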
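Assay system – TRPC4beta and mu-opioid receptor HEK293 stable cells · Measured by – Fluo4 fluorescence, kinetic · Schedule – dye loading 45 min room temperature, 110 s kinetic read · Read-out – B-scored integrated calcium fluorescence ratio · Controls – buffer and maximal DAMGO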
MrgX1 ag: human MrgX1 receptor agonism, primary screen; 310,000 compounds, 0.44% hits; MrgX1-HEK293 cells, Fluo-4 calcium fluorescence, agonist mode; stronger effect = higher value; AID 588627; B-score at 10 µM; Q96LB2;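 active = calcium response B-score plate-corrected fluorescence ratio at least 3 library SD, with starting fluorescence B-score inside 5 SD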
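Material: MrgX1-expressing HEK293 cells; input: 15,000 cells per well; doses: test compound given as first of three sequential additions; schedule: overnight plating before 1 h dye loading; technique: Fluo-4 NW calcium-flux fluorescence, kinetic read; evaluation: baseline-normalised fluorescence change ratio, B-scored; control set: plate-wise positive and negative controls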
MrgX1 antag: blocks BAM8-22 activation of human MrgX1 receptor. MRGX1-HEK293 calcium flux, Fluo-4, BAM8-22 antagonism; stronger effect = lower value. 310,000 compounds, 1.3% hits. B-score at 10 µM. AID 588676;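 active = calcium-response B-score plate-corrected more than 3 library SD below zero, starting fluorescence within 5 deviations, no agonist response on first addition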;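 note: peak minus trough fluorescence over baseline after final BAM8-22 challenge near maximal dose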
TRPC4 potent: allosteric potentiators of mouse TRPC4 channel; B-score at 10 µM; AID 2227; Q9QUQ5; 310,000 compounds, 0.42% hits; HEK293 TRPC4beta/mu-opioid, DAMGO EC20, Fluo-4 Ca2+ flux; stronger effect = higher value;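 active = B-score of calcium response area above 5 SD of library B-scores, with initial fluorescence ratio within 5 SD of library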;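 note: B-score of integrated fluorescence ratio over time as area under calcium response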
TRPC4 inh: inhibitors of mouse TRPC4 channel | Q9QUQ5 | B-score at 10 µM | AID 2247 | 300,000 compounds, 0.39% hits | HEK293 TRPC4beta/mu-opioid, DAMGO-evoked Fluo4 calcium flux; stronger effect = lower value;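 active = B-score over 3 SD under the library average, no early fluorescence shift, positive overall ratio signal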
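Assay system: TRPC4beta/mu-opioid receptor HEK293 cell line; compound dosing: single concentration per test compound; detection: Fluo4 Ca2+ flux fluorescence; evaluation: per-well B score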
MrgX1 allo act: allosterically activates human MrgX1 receptor signaling; 310,000 compounds, 0.63% hits; Q96LB2; B-score at 10 µM; AID 588675; MrgX1-HEK293, Fluo-4 calcium flux, FDSS; stronger effect = higher value;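 active = plate-corrected calcium response at least 3 library SD above typical, normal starting fluorescence, not activating the receptor alone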;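 note: compound read alongside a low EC10 to EC30 dose of BAM8-22 agonist; peak minus trough fluorescence over baseline measured at the second addition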
RGS4 inh: human RGS4 inhibition; P49798; HEK293 M3R/RGS4 inducible, Fluo-4 calcium flux; stronger effect = higher value; triggered by carbachol at its EC20; B-score at 10 µM; 310,000 compounds, 0.45% hits;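 active = B-score, a plate-corrected calcium signal, over three deviations above library mean, with baseline fluorescence within five deviations of library mean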;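 note: RGS4 expression induced by doxycycline in cells with stable M3 receptor; B-score is computed from the integrated fluorescence ratio over baseline after carbachol; higher B-score means a larger calcium signal and so more RGS4 inhibition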
Target sequence (P49798 whole entry, looked up): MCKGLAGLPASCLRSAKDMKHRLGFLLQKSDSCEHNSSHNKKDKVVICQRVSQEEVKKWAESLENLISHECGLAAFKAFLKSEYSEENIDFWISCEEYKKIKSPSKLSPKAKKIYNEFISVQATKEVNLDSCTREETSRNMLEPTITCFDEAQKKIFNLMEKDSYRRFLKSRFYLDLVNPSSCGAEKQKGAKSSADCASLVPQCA
TMEM16A act: mouse TMEM16A channel activation, primary screen | Q8BHY3 | HEK293 TMEM16A/YFP-H148Q/I152L, iodide quench fluorescence; stronger effect = lower value | B-score at 10 µM | 340,000 compounds, 0.3% hits | AID 623877;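 active = fluorescence-ratio B-score plate-corrected deviation score at least 3 library SD below zero, with starting fluorescence score within 5 deviations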;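 note: channel opened by trigger with iodide after compound preincubation; score built on the fluorescence ratio of max minus min over baseline; more negative score means more quench and so TMEM16A activation or potentiation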
TRPC6 activator: activates the mouse TRPC6 cation channel | HEK293-TRPC6 membrane potential dye fluorescence; stronger effect = higher value | Q61143 | 310,000 compounds, 0.13% hits | B-score at 10 µM | AID 2550;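 active = B-score of the integrated fluorescence ratio above library mean plus 3 SD, and starting fluorescence ratio within library mean plus 5 SD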;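 note: higher score means more depolarization so channel activation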
Target sequence (Q61143 whole entry, looked up): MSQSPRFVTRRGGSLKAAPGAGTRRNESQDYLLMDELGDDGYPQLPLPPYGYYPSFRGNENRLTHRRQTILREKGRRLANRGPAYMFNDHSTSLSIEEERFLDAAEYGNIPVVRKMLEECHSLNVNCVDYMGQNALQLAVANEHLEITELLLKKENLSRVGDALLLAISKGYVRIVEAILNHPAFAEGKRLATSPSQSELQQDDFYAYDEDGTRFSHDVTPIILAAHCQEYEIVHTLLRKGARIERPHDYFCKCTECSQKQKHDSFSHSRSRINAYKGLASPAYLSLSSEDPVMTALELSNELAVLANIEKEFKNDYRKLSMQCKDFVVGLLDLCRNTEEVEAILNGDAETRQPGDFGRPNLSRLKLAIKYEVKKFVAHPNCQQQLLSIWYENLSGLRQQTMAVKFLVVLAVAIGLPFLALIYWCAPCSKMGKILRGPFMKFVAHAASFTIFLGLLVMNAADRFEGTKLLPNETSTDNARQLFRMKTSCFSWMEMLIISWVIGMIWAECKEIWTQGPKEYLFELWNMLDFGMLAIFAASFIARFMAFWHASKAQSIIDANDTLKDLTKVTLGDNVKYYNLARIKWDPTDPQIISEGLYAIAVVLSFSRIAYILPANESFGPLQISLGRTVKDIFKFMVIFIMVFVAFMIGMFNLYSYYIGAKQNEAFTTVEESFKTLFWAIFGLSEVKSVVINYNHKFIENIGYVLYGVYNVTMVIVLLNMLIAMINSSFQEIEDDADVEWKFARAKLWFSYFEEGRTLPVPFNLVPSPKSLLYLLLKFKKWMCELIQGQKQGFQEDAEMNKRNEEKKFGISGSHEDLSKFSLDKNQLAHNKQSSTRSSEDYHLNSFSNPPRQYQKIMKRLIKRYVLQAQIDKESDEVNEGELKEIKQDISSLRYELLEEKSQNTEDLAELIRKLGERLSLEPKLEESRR
ANO1 block: blocks the mouse calcium-activated chloride channel TMEM16A; Q8BHY3; HEK293 TMEM16A/YFP iodide influx fluorescence, ionomycin; normalized B-score (activity score, 25-100; higher = stronger inhibition) at 10 µM; 310,000 compounds, 1.2% hits; AID 588511;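 active = ratio plate-corrected score three or more library SD toward inhibition, starting fluorescence score within five deviations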;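 note: score derived from kinetic fluorescence span divided by baseline fluorescence per well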
TRPC6 inh: blocks the mouse TRPC6 cation channel; 310,000 compounds, 1.1% hits; Q61143; AID 2553; HEK293-TRPC6, membrane potential dye, ACh-evoked depolarization; stronger effect = lower value; B-score at 10 µM;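 active = B-score under library mean minus 3 SD, initial fluorescence not abnormally high, positive integrated signal ratio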;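 note: B-score derived from integrated fluorescence ratio over the kinetic read; more negative B-score means stronger inhibition of depolarization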
* = called active by the depositor; i = inactive; . = not tested or not shown.

entry | smiles | RGS4 inh | TRPC6 activator | MrgX1 antag | ANO1 block | MrgX1 allo act | TRPC6 inh | TRPC4 inh | TMEM16A act | TRPC4 agonist | TRPC4 potent | MrgX1 ag
1 | Cc1cc(=O)[nH]c(SCC(=O)NCc2ccc3c(c2)OCO3)n1 | i | i | i | i | i | i | i | i | i | i | i
2 | COC(=O)[C@@H]1CCCN1C(=O)c1cc(COc2cccc3cccnc23)on1 | i | i | i | i | i | i | i | i | i | i | i
3 | COC(=O)c1cc(-c2c[nH]c3ccccc23)n[nH]1 | i | i | i | i | i | i | i | i | i | i | i
4 | CCOC(=O)c1c(/N=C/C2C(=O)CCCC2=O)sc(C)c1C | i | i | i | i | i | i | i | i | i | i | i
5 | COc1cc(S(=O)(=O)NC2CCCCC2)ccc1Cl | i | i | i | i | i | i | i | i | i | i | i
6 | CCc1c(C#N)c(SCCC(=O)Nc2ccc(F)cc2)nc2c1C(=O)CC(C)(C)C2 | i | i | i | i | i | i | i | i | i | i | i
7 | Cc1ccc(Nc2c(-c3ccc(N4CCOCC4)cc3)nc3ncccn23)cc1C | i | i | i | i | i | -6.1* | i | i | i | i | i
8 | O=C(NCc1cccnc1)/C(=C/c1ccco1)NC(=O)c1ccccc1 | i | i | i | i | i | i | i | i | i | i | i
9 | COc1ccc(OC)c(N/C(=N/c2nc(C)cc(C)n2)NC(C)=O)c1 | i | i | i | i | i | i | i | i | i | i | i
10 | COc1ccccc1NC(=O)CN1CCN(CC(=O)Nc2ccccc2Cl)CC1 | i | i | i | i | i | i | i | i | i | i | i
11 | C=C1CCN([C@@H](CC(C)C)C(=O)NCc2cc(OC)c(OC)c(OC)c2)S(=O)(=O)c2ccccc21 | i | i | i | i | i | i | i | i | i | i | i
12 | CCOCCOC(=O)c1ccc(NC(=O)c2cc(OC)c(OC)c(OC)c2Br)cc1 | i | i | i | i | i | i | i | i | i | i | i
13 | COc1ccc(C(=O)N2CCN(C(=O)C3COc4ccccc4O3)CC2)cc1 (stereo not given) | i | i | i | i | i | i | i | i | i | i | i
14 | Cc1nc2c(sc3nc(N4CCOCC4)c4c(c32)CC(C)(C)OC4)c(-c2ccccc2)c1C(=O)O | i | i | i | i | i | i | i | i | i | i | i
15 | CC1Sc2ccc(S(=O)(=O)CCC(=O)NC(C)c3ccccc3)cc2NC1=O (stereo not given) | i | i | i | i | i | i | i | i | i | i | i
16 | CC(C)(C)N1C(=O)[C@H]2[C@@H](c3ccc(Br)cc3)N3C(=O)N(c4cccc(F)c4)C(=O)[C@@]3(Cc3ccccc3)[C@H]2C1=O | i | i | i | i | i | i | i | i | i | i | i
17 | N#Cc1nc(-c2ccc(F)cc2)oc1NCc1cccc2c1OCO2 | i | i | i | i | i | i | i | i | i | i | i
18 | Cc1cc(C)cc(NC(=O)C2(c3cccs3)CCOCC2)c1 | i | i | i | i | i | i | i | i | i | i | i
19 | CN(CC(=O)Nc1ccc(F)cc1)C(=O)COC(=O)C1=COCCO1 | i | i | i | i | i | i | i | i | i | i | i
20 | Cc1ccc(-c2nc(S(=O)(=O)c3ccc(F)cc3)c(SCC(=O)NCC3CCCO3)o2)cc1 (stereo not given) | i | i | i | i | i | i | i | i | i | i | i
21 | O=C(O)CN1C(=O)/C(=C/c2ccc(N3CCCCC3)o2)SC1=S | i | i | i | i | i | i | i | i | i | i | i
22 | O=C(CNC(=O)c1ccccc1Br)N/N=C/c1cc(Br)ccc1O | i | i | i | i | i | i | i | i | i | i | i
23 | CC(C(=O)Nc1cccc(C#N)c1)N(C)CCOc1ccccc1 (stereo not given) | i | i | i | i | i | i | i | i | i | i | i
24 | Cc1ccc2[nH]c(=S)cc(C)c2c1 | i | i | i | i | i | i | i | i | i | i | i
25 | COc1ccc(C(C)NC(=O)c2ccccc2)cc1 (stereo not given) | i | i | i | i | i | i | i | i | i | i | i
26 | O=C(c1ccc[nH]c1=S)N1CCN(S(=O)(=O)c2ccc(Br)cc2Cl)CC1 | i | i | i | i | i | i | i | i | i | i | i
27 | Cc1ccsc1/C=C1\CCC(C2CCCC2)C1=O (stereo not given) | i | i | i | i | i | i | i | i | i | i | i
28 | Cn1cnc([N+](=O)[O-])c1S(=O)(=O)c1cccc(Cl)c1 | i | i | i | i | i | i | i | i | i | i | i
29 | O=C(Nc1ccc(Oc2cccnc2)cc1)c1ccccc1F | i | i | i | i | i | i | i | i | i | i | i
30 | CCn1c(SCC(=O)NC2CCCCC2C)nnc1-c1ccc(OC)cc1 (stereo not given) | i | i | i | i | i | i | i | i | i | i | i
31 | Cn1nnnc1NCc1ccccc1F | i | i | i | i | i | i | i | i | i | i | i
32 | CCOC(=O)C1CCN(S(=O)(=O)c2ccc3[nH]c(=O)ccc3c2)CC1 | i | i | -4.7* | i | i | i | i | i | i | i | i
33 | O=C(Nc1cccc([N+](=O)[O-])c1)c1ccc(CN2CCOCC2)cc1 | i | i | i | i | i | i | i | i | i | i | i
34 | C=CCOc1ccc(C(=O)Nc2ccc(OCC)cc2)cc1 | i | i | i | i | i | i | i | i | i | i | i
35 | CCn1c(SCC(=O)NNC(=O)c2ccccc2)nnc1-c1ccco1 | i | i | i | i | i | i | i | i | i | i | i
36 | Cc1ccccc1NC(=O)N1CCNC(=O)C1CC(=O)Nc1cc(Cl)ccc1Cl (stereo not given) | i | i | i | i | i | i | i | i | i | i | i
37 | O=C(O)C[C@@H](CNC(=O)COc1ccc2ccc(=O)oc2c1)c1ccc(Cl)cc1 | i | i | i | i | i | i | i | i | i | i | i
38 | O=C(CN1CCCc2ccccc21)NCCc1ccc(F)cc1 | i | i | i | i | i | i | i | i | i | i | i
39 | COc1ccc(C(=O)c2ccc(N3CCN(C(=O)c4ccc(F)cc4)CC3)c(F)c2)cc1Br | i | i | i | i | i | i | i | i | i | i | i
40 | COc1ccc(OC)c(CC(NC(C)=O)C(=O)NC2CCN(S(=O)(=O)c3ccc(NC(C)=O)cc3)CC2)c1 (stereo not given) | i | i | i | i | i | i | i | i | i | i | i
41 | CCN(CC)CCCNC(=O)c1cn(-c2cccc(OC)c2)c(=O)c2ccccc12 | i | i | i | i | i | i | i | i | i | i | i
42 | CCOC(=O)C(NCc1ccco1)(NC(=O)c1ccc(OC)cc1)C(F)(F)F (stereo not given) | i | i | i | i | i | i | i | i | i | i | i
43 | CCC(C(=O)Nc1ccc(S(=O)(=O)Nc2ncccn2)cc1)c1ccccc1 (stereo not given) | i | i | i | i | i | i | i | i | i | i | i
44 | O=C(NC1CCCCC1)c1ccccc1NC(=S)NC(=O)C1CC1 | i | i | i | i | i | i | i | i | i | i | i
45 | CC(C)c1ccc(NC(=O)C(c2ccccc2)N2CCN(C=O)CC2)cc1 (stereo not given) | i | i | i | i | i | i | i | i | i | i | i
46 | Cc1nc(CCNC(=O)CC2C(=O)NCCN2CC(C)(C)C)nc2c1CCC2 (stereo not given) | i | i | i | i | i | i | i | i | i | i | i
47 | O=C(NCc1cc([N+](=O)[O-])ccc1O)c1cccnc1Sc1ccccc1 | i | i | i | i | i | i | i | i | i | i | i
48 | CCOc1ccc(S(=O)(=O)NCCCl)cc1 | i | i | i | i | i | i | i | i | i | i | i
49 | CCC(C(=O)Nc1ccccc1C(=O)N1CCCC1)N1C(=O)c2ccccc2C1=O (stereo not given) | i | i | i | i | i | i | i | i | i | i | i
50 | COc1ccc(CCC(=O)N2CCCC(Nc3ccc(C)c(C)c3)C2)cc1OC (stereo not given) | i | i | i | i | i | i | i | i | i | i | i
51 | N#Cc1ccc(S(=O)(=O)Nc2ccc3ccccc3n2)cc1 | i | i | i | i | i | i | i | i | i | i | i
52 | COc1ccc2c(c1OC)C(=O)OC2c1c(O)nc(SC)n(-c2ccccc2)c1=O (stereo not given) | i | i | i | i | i | i | i | i | i | i | i
53 | CCCNC(=O)C1CN(S(=O)(=O)c2ccc(C)cc2)c2ccccc2O1 (stereo not given) | i | i | i | i | i | i | i | i | i | i | i
54 | COc1ccccc1NC(=O)CSc1nncn1-c1ccccc1 | i | i | i | i | i | i | i | i | i | i | i
55 | CCOC(=O)c1c(-c2ccc(C)cc2)cn2ccccc12 | i | i | i | i | i | i | i | i | i | i | i
56 | O=C(O)c1ccc(NS(=O)(=O)c2cccc(C(=O)Nc3ccc([N+](=O)[O-])cc3)c2)cc1 | i | i | i | i | i | i | i | i | i | i | i
57 | Cc1ccc(-c2n[nH]c(Cc3ccccc3)n2)cc1 | i | i | i | i | i | i | i | i | i | i | 28*
58 | CCn1cnc2c1c(=O)n(Cc1csc(-c3ccccc3)n1)c(=O)n2Cc1ccccc1 | i | i | i | i | i | i | i | i | i | i | i
59 | COc1ccc(S(=O)(=O)Nc2ccccn2)cc1OC | i | i | i | i | i | i | i | i | i | i | i
60 | O=S(=O)(c1ccccc1)c1cnc(-c2cccnc2)nc1-c1ccc(Cl)c(Cl)c1 | i | i | i | i | i | i | i | i | i | i | i

Other records
entry | smiles | RGS4 inh | TRPC6 activator | MrgX1 antag | ANO1 block | MrgX1 allo act | TRPC6 inh | TRPC4 inh | TMEM16A act | TRPC4 agonist | TRPC4 potent | MrgX1 ag
61 | C[C@@H](NC(=O)[C@@H]1Cc2ccccc2CN1)C(=O)NCc1ccco1 | i | i | i | i | i | i | i | i | i | i | i
62 | O=C(Cc1ccccc1)NCC(=O)Nc1ccc(OC(F)(F)F)cc1 | i | i | i | i | i | i | i | i | i | i | i
63 | COC(=O)c1cc(NC(=O)CSc2nncn2C)cc(C(=O)OC)c1 | i | i | i | i | i | i | i | i | i | i | i
64 | N#Cc1ccc(Cl)cc1NC(=O)CNCc1cccs1 | i | i | i | i | i | i | i | i | i | i | i
65 | Nc1ccn([C@@H]2O[C@H](CO)[C@@H](O)[C@@H]2O)c(=O)n1 | i | i | i | i | i | i | i | i | i | i | i
66 | CC(=O)N1c2ccc(N=Cc3cc(Br)cc(Br)c3O)cc2CC1C (stereo not given) | i | i | i | i | i | i | i | . | i | i | i

Assay outcomes deposited in PubChem by Johns Hopkins Ion Channel Center.
